# Compound activity from PubChem BioAssay.
# CF NFkB inh: inhibitors of PAF-induced NF-kB signaling, primary screen, cell-based, GFP fluorescence, uHTS; KKLEB NF-kB-GFP reporter, GFP fluorescence overnight; inhibition, % at 5 µM; 360,000 tested, 0.86% active;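 active = at least 50% inhibition at 5 µM, scaled per plate between neutral and stimulator controls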;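 also: PAF is a Pseudomonas aeruginosa culture filtrate used as stimulus; plate controls were PAF-stimulated DMSO wells for no effect and unstimulated DMSO wells for full effect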
# COUP-TFII inh: NR2F2 transcriptional activity inhibitors, primary screen, cell-based, luciferase reporter, HEK293T, luminescence; COUP transcription factor 2 (Homo sapiens), P24468; HEK293T NGFI-A luciferase reporter; inhibition, % at 8.6 µM; 370,000 tested, 0.7% active; AID 686940, 2013;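 active = inhibition above a per-plate cutoff, mean inhibition of test wells between control levels plus 3 SD, cut at about 38% in these data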;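 also: cells cotransfected with COUP-TFII expression vector driving the NGFI-A reporter; 0% = median of COUP-TF2 test wells and 100% = reporter-only cells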
# LRH-1 inv ag: LRH-1 (NR5A2) inverse agonists, primary screen, cell-based, luminescence, HEK293T, StAR-luciferase reporter. LRH-1 transfected, 24 h. AID 602396, 2012. Nuclear receptor subfamily 5 group A member 2 (Homo sapiens), O00482. inhibition, % at 3.6 µM. 360,000 tested, 0.13% active;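 active = inhibition above the mean inhibition of all tested compounds plus 3 SD, cut at about 73% in these data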;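 also: 0% = DMSO wells and 100% = reporter-only cells lacking LRH-1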
# NCOA3 inh: SRC3 coactivator transcriptional activity inhibitors, primary screen, cell-based, luminescence | HEK293 GAL4-SRC3 luciferase reporter | AID 588352, 2011 | inhibition, % at 3.6 µM | Nuclear receptor coactivator 3 (Homo sapiens), Q9Y6Q9 | 360,000 tested, 0.17% active;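 active = inhibition above a per-campaign cutoff, the mean of all compounds plus 3 SD, cut at about 60% in these data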;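 also: 0% = DMSO-treated cells and 100% = gossypol-treated cells at 36 µM; higher means less SRC3-driven luciferase light from the GAL4 reporter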
# Target sequence (Q9Y6Q9 whole entry, looked up, the tested form may be a part): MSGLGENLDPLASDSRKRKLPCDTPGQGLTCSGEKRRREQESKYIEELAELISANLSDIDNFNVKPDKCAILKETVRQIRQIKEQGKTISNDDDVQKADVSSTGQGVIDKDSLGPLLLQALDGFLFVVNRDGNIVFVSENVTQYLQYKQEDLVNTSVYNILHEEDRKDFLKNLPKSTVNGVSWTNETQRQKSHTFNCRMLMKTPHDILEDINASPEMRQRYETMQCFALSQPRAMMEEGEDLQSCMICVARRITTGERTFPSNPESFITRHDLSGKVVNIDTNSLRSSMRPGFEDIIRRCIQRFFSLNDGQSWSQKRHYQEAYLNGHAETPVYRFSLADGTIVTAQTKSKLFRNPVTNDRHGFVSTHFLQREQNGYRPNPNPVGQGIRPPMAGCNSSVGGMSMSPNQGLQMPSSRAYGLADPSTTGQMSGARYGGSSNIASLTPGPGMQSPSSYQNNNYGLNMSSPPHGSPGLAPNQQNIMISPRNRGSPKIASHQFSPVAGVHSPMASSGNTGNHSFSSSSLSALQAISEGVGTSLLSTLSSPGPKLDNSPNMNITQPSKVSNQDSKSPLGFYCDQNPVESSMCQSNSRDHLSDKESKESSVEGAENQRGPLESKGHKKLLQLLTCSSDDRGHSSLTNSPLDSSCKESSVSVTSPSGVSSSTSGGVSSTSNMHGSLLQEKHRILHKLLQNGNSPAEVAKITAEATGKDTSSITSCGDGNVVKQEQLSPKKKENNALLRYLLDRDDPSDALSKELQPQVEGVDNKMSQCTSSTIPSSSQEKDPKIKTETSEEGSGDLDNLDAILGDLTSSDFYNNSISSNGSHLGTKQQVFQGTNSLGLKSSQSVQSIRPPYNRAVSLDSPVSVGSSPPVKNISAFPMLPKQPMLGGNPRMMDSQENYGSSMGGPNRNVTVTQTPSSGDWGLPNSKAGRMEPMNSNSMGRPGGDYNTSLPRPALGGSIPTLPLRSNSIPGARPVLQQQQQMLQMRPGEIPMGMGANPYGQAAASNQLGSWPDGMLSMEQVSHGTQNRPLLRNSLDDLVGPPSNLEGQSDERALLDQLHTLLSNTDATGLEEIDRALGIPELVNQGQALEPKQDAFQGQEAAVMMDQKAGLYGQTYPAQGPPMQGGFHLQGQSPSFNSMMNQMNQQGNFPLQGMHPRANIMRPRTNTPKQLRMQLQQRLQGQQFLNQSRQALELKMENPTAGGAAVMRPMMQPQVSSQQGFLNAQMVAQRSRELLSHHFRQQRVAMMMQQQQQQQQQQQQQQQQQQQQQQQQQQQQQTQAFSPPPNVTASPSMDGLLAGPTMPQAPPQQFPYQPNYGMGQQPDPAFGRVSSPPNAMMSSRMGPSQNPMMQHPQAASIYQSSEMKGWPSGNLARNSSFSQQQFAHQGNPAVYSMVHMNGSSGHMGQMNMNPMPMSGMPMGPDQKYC
# TROY NFkB inh: inhibitors of TROY-driven NF-kB signaling, primary screen, Q293 LMP1-TROYcd cells, NF-kB luciferase, uHTS; Q293 LMP1-TROYcd NF-kB luciferase reporter, 4 h; 360,000 tested, 0.98% active; inhibition, % at 10 µM;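 active = compounds whose plate-normalised and pattern-corrected inhibition of the luciferase reporter signal at the single screening dose is 50% or more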
# EBV LMP1 NFkB: EBV LMP1-driven NF-kappaB luciferase reporter inhibitors, primary screen, cell-based, luminescence, single point; LMP1-induced NF-kappaB luciferase reporter cells; inhibition, % at 12.5 µM; 350,000 tested, 0.69% active; AID 504558, 2011; in the data active = inhibition above about 41%;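 also: 0% = neutral control wells and 100% = reference inhibitor control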
# KKLEB tox: cytotoxicity in KKLEB CF airway cells, primary screen, cytotoxicity control for CF NF-kB inhibitor project, cell-based, uHTS, fluorescence assay plates. 360,000 tested, 0.36% active. activity change (cytotoxicity), % at 5 µM. AID 602141, 2011. KKLEB CF airway cells viability, ATPlite luminescence, overnight; active compounds read low; cells stimulated with P. aeruginosa culture filtrate;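 active = corrected activity change at or below -50% at 5 µM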
# Shn3 inh set2: reduction of Shn3 3'UTR firefly luciferase signal, primary screen, Schnurri-3 inhibitor project, cell-based, Clone20 osteoblasts, set 2; Clone20 osteoblast Shn3 3'UTR firefly luciferase, 24 h; inhibition, % at 12.5 µM; 360,000 tested, 0.52% active;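 active = mean inhibition of at least 75% with every replicate also reaching 75%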;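 also: 0% = median of neutral control wells and 100% = pilot-screen positive control compound; some compounds past the cut are filed as inactive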
# SRC1 inh: SRC1 coactivator transcriptional activity inhibitors, primary screen, cell-based, luminescence; HEK293 GAL4-SRC1 luciferase reporter; Nuclear receptor coactivator 1 (Homo sapiens), Q15788; 360,000 tested, 0.12% active; inhibition, % at 3.6 µM; AID 588354, 2011;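 active = inhibition above the campaign mean plus 3 SD, with each screening campaign given its own cutoff, cut at about 60% in these data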;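 also: 0% = DMSO treated cells and 100% = gossypol at 36 µM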
# TWEAK Fn14 block: inhibitors of TWEAK-Fn14 signaling, primary screen, luciferase reporter cells, uHTS | TWEAK-stimulated Fn14 reporter cells, luciferase luminescence, 8 h | inhibition, % at 10 µM | 360,000 tested, 2% active | AID 1159606, 2016; in the data active = inhibition above about 50%
# TRAIL sens C8: viability loss with TRAIL in NB7+C8 cells, primary screen, TRAIL sensitizer project, cell-based, ATPlite luminescence; AID 624354, 2012; inhibition (viability loss, TRAIL sensitization), % at 10 µM; 360,000 tested, 1% active;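 active = compounds causing at least 50% loss of cell viability in the single-dose screen, relative to plate controls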
# * hit, by the source's call; nt = not tested or not shown. This is a subset (hit frequency here may not be typical).
SMILES,CF NFkB inh,COUP-TFII inh,LRH-1 inv ag,NCOA3 inh,TROY NFkB inh,EBV LMP1 NFkB,KKLEB tox,Shn3 inh set2,SRC1 inh,TWEAK Fn14 block,TRAIL sens C8
Cc1onc(-c2ccccc2Cl)c1C(=O)N[C@@H](C)c1ccccc1,-5,-1,-10,-8,-9,nt,-12,17,3,6,2
Cc1ccn2c(C(=O)CSc3ccccc3)c(C)nc2c1,6,-41,-38,-20,-35,-5,6,-22,-32,-7,0
CC1(C)Cc2c(C#N)c(OCC(=O)c3ccc(Cl)cc3)nc(-c3ccoc3)c2CO1,5,7,7,12,1,-17,9,13,-7,29,11
CC(C)CC(=O)NC(=S)Nc1ccc(F)cc1F,-14,-1,-14,-8,-24,-2,6,-22,4,-11,-9
CCOC(=O)N1CCN(C(=O)C2CCN(S(=O)(=O)c3cc(OC)ccc3OC)CC2)CC1,-15,8,4,10,0,1,-8,-23,-11,-41,-8
CC(C)C[C@H](NC(=O)N1CC(=O)Nc2ccccc21)C(=O)N1CCC(C(=O)O)CC1,-27,10,4,4,8,-2,28,-33,-12,6,-8
CCOC(=O)c1c(NC(=O)CS(=O)(=O)c2cn(CC)c3ccccc23)sc2c1CCCCC2,-3,-2,-4,-7,2,-5,9,8,15,4,7
Fc1ccc(C(c2nnnn2C2CCCC2)N(Cc2ccco2)CC2CCCO2)cc1 (stereo not drawn),7,17,19,-4,5,0,1,23,1,-18,15
Cc1ccc(CNC(=O)C(=O)NCC2OCCN2C(=O)c2ccc3c(c2)OCO3)cc1 (stereo not drawn),-17,-2,12,-10,-1,0,9,23,-28,4,15
CCOC(=O)C1CCCN(C(=O)c2ccco2)C1 (stereo not drawn),13,-8,6,0,3,-1,-13,10,5,-1,-4
CCC(=O)N1CCc2cc(S(=O)(=O)CCC(=O)NC3CCCCC3)ccc21,-10,-32,-6,5,-9,3,1,8,8,0,-8
C[C@H]1C(=O)N(C)CCN1Cc1cn(C)nc1-c1ccc(Oc2ccccc2)cc1,-24,11,9,15,22,5,8,20,-28,13,-11
O=C(CSCc1c(F)cccc1Cl)NCCc1ccccc1,-2,10,-15,-7,-10,-12,-6,-36,12,-7,-9
NC(=O)CCN1CCC(c2nc3ccccc3s2)CC1,-13,-19,8,-4,19,-5,-2,2,-22,11,1
C/C(=N\Nc1ccc(F)cc1F)c1ccc(Br)s1,2,15,-6,9,-3,-13,14,-12,-11,-17,-5
C=CCn1c(SCC(=O)Nc2nccs2)nnc1-c1cc2cccc(OC)c2o1,-2,-4,10,8,5,-22,3,10,-8,3,1
COc1ccc(C)cc1-n1nc2ccccc2n1,3,3,12,-3,-13,4,-29,-10,-7,-28,-2
Cc1nn(Cc2ccc(Cl)cc2)c(C)c1NC(=O)CCCn1nc(C)c([N+](=O)[O-])c1C,-3,0,11,30,10,1,4,21,-1,-4,-17
COc1ccc(OC)c(CN2CCC(CNC(=O)Nc3cccc(Cl)c3)CC2)c1,23,-47,-18,12,15,7,-4,23,12,13,4
COc1ccc2cc(C3CC(c4cccs4)=NN3C(C)=O)c(Cl)nc2c1 (stereo not drawn),10,-4,3,11,9,5,-2,29,-1,-13,3
CCC(=O)N1CCc2cc(S(=O)(=O)CCC(=O)Nc3cccc(F)c3)ccc21,-7,11,-1,-4,14,9,-4,17,-8,-8,0
Cc1ccc(N=Nc2ccc(O)c(P(=O)(c3ccccc3)c3ccccc3)c2)cc1,-22,4,5,20,18,0,1,13,7,10,8
CN(C)c1ccc(CNC(=O)C2CCN(S(=O)(=O)c3ccc4c(c3)oc(=O)n4C)CC2)cc1,13,-7,9,4,0,4,9,-10,4,-13,4
O=C(CSc1nccc(=O)[nH]1)N1CCCc2ccccc21,-24,14,17,4,8,-5,5,-14,9,11,-4
COC(=O)[C@H](C)NC(=O)NC(C)CCc1ccccc1 (stereo partly drawn),-10,-1,22,19,-7,-11,-10,-5,-16,-2,0

# 11 compounds already listed, sorted by heavy-atom count, highest first.
SMILES,CF NFkB inh,COUP-TFII inh,LRH-1 inv ag,NCOA3 inh,TROY NFkB inh,EBV LMP1 NFkB,KKLEB tox,Shn3 inh set2,SRC1 inh,TWEAK Fn14 block,TRAIL sens C8
CCOC(=O)N1CCN(C(=O)C2CCN(S(=O)(=O)c3cc(OC)ccc3OC)CC2)CC1,-15,8,4,10,0,1,-8,-23,-11,-41,-8
Fc1ccc(C(c2nnnn2C2CCCC2)N(Cc2ccco2)CC2CCCO2)cc1 (stereo not drawn),7,17,19,-4,5,0,1,23,1,-18,15
CC1(C)Cc2c(C#N)c(OCC(=O)c3ccc(Cl)cc3)nc(-c3ccoc3)c2CO1,5,7,7,12,1,-17,9,13,-7,29,11
C=CCn1c(SCC(=O)Nc2nccs2)nnc1-c1cc2cccc(OC)c2o1,-2,-4,10,8,5,-22,3,10,-8,3,1
CCC(=O)N1CCc2cc(S(=O)(=O)CCC(=O)Nc3cccc(F)c3)ccc21,-7,11,-1,-4,14,9,-4,17,-8,-8,0
CCC(=O)N1CCc2cc(S(=O)(=O)CCC(=O)NC3CCCCC3)ccc21,-10,-32,-6,5,-9,3,1,8,8,0,-8
Cc1onc(-c2ccccc2Cl)c1C(=O)N[C@@H](C)c1ccccc1,-5,-1,-10,-8,-9,nt,-12,17,3,6,2
O=C(CSCc1c(F)cccc1Cl)NCCc1ccccc1,-2,10,-15,-7,-10,-12,-6,-36,12,-7,-9
O=C(CSc1nccc(=O)[nH]1)N1CCCc2ccccc21,-24,14,17,4,8,-5,5,-14,9,11,-4
NC(=O)CCN1CCC(c2nc3ccccc3s2)CC1,-13,-19,8,-4,19,-5,-2,2,-22,11,1
COc1ccc(C)cc1-n1nc2ccccc2n1,3,3,12,-3,-13,4,-29,-10,-7,-28,-2

# Later entries
SMILES,CF NFkB inh,COUP-TFII inh,LRH-1 inv ag,NCOA3 inh,TROY NFkB inh,EBV LMP1 NFkB,KKLEB tox,Shn3 inh set2,SRC1 inh,TWEAK Fn14 block,TRAIL sens C8
COc1cc(C(=S)N2CCOCC2)ccc1OC(=O)/C=C/c1ccco1,-14,0,2,9,16,1,9,-10,4,-5,-9
CC(=O)Nc1ccc(NC(=O)C(NS(=O)(=O)c2ccc3c(c2)OCCO3)C(C)C)cc1 (stereo not drawn),12,-17,3,-7,-10,1,-13,0,-9,-5,0
Cc1noc(C)c1C(=O)OCC(=O)NCCc1ccc(Cl)cc1,8,14,6,6,-11,5,-4,5,-20,13,-2
CCn1cc(C(=O)O)c(=O)c2cc(F)c(N3CCN(C(=S)NC(=O)c4ccccc4)CC3)cc21,-1,-1,-3,2,9,-10,8,-10,-52,-3,-10
c1ccc(N/N=C2\CCCc3ccccc32)nc1,-21,-20,-10,-4,9,-10,-1,-9,-12,-4,1
O=C(Nc1ccccc1C(=O)Nc1ccncc1)c1cccc([N+](=O)[O-])c1,1,-24,15,-24,12,5,-7,9,4,-18,-10
CC1CCC(NC(=O)CN2C(=O)C3CC=CCC3C2=O)CC1 (stereo not drawn),-9,2,-36,-13,-9,-8,-1,9,-7,1,-8
CCCCN(C(=O)CCCc1nc2ccccc2s1)c1c(N)n(CCCC)c(=O)[nH]c1=O,18,-3,-4,2,-9,4,-8,-29,5,-3,-20
COc1ccc(CNC(=O)C(c2cccs2)N(Cc2ccco2)C(=O)Cc2cccs2)cc1 (stereo not drawn),4,-1,-9,-11,-14,3,-10,8,4,10,10
COc1ccc(C(=O)OCC(=O)Nc2sccc2C(N)=O)cc1[N+](=O)[O-],-13,-22,37,3,8,2,2,9,-11,2,-6
Cc1ccc(OCCNS(=O)(=O)c2ccc(Cl)cc2)cc1,14,-9,3,5,5,8,-1,-7,-6,14,-2
CNS(=O)(=O)c1ccc2c(c1)[nH]c(=S)n2C,-30,1,29,-35,-9,8,7,12,3,8,2
CC(C)(C)c1ccc(C(=S)N2CCN(c3ccccc3)CC2)cc1,30,-30,-13,-4,3,13,-5,-3,11,-1,3
Cc1ccc(C(C)NC(=O)c2cccs2)cc1C (stereo not drawn),-6,8,4,31,-13,0,1,10,-3,-8,1
CCn1c(CN2c3ccccc3Sc3ccccc32)n[nH]c1=S,5,-7,-15,0,1,5,11,11,-3,-6,-25
CCOc1ccc(NC(=O)N(C2CCCCC2)C(C)c2ccncc2)cc1 (stereo not drawn),1,11,10,7,-11,-10,9,-15,3,-3,2
NC(=O)[C@@H]1CCCCNc2c(F)cc([N+](=O)[O-])cc2C(=O)N[C@@H](CCCN=C(N)N)C(=O)NCC(=O)N1,-14,6,9,-14,-8,-3,8,-20,1,2,-9

# Limited to SRC1 inh, KKLEB tox and LRH-1 inv ag (two entries from above):
canonical_smiles	SRC1 inh	KKLEB tox	LRH-1 inv ag
CNS(=O)(=O)c1ccc2c(c1)[nH]c(=S)n2C	3	7	29
CCC(=O)N1CCc2cc(S(=O)(=O)CCC(=O)Nc3cccc(F)c3)ccc21	-8	-4	-1
